KLK5 inh: human KLK5 protease inhibitors, primary screen, biochemical, 1536-well; Kallikrein-5 (Homo sapiens), Q9Y337; recombinant hK5, fluorogenic AMC substrate cleavage; inhibition, % at 5 µM; 0.59% of 210,000 active; AID 873, 2007;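 active = inhibition of 40% or more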;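 note: 0% = enzyme controls without compound and 100% = no-enzyme blanks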
Target sequence (Q9Y337 67-293 limits assumed): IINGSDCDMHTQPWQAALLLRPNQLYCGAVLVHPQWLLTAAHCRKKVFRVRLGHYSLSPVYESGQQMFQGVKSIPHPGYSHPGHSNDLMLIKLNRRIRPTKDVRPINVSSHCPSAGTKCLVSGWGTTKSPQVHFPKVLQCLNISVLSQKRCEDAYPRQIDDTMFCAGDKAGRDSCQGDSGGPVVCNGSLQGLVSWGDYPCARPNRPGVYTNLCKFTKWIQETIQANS
Furin inh: human furin inhibitors, primary screen, biochemical, fluorescence intensity; purified furin, fluorogenic substrate cleavage; 0.061% of 220,000 active; inhibition, % at 30 µM; AID 463115, 2010; P09958; in the data active = inhibition above about 25%; note: inactives centre near -15
Target sequence (P09958 108-714 limits assumed): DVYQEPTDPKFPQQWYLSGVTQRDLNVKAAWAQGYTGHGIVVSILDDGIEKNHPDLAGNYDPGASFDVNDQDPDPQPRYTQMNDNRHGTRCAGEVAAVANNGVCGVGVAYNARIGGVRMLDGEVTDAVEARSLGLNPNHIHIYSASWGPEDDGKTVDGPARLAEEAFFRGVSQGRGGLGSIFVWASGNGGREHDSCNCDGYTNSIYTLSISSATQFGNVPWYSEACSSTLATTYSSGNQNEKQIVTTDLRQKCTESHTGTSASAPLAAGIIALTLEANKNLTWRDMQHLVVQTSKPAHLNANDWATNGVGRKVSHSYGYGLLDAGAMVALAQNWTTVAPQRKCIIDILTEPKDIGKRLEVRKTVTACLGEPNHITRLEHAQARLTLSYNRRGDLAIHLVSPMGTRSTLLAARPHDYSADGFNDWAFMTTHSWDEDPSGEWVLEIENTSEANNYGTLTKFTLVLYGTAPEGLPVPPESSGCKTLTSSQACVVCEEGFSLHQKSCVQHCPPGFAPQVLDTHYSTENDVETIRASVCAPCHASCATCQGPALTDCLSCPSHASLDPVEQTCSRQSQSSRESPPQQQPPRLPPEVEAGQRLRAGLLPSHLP
Rad51 HR inh: human RAD51 strand exchange inhibitors, primary screen, biochemical, fluorescence | DNA repair protein RAD51 homolog 1 (Homo sapiens), Q06609 | hRad51 DNA strand exchange, fluorescence dequenching | inhibition, % at 10 µM | 0.085% of 200,000 active;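 active = inhibition above 40% at the single screening dose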;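 note: 0% = DMSO control wells and 100% = blanks with heterologous ssDNA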
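Material: hRad51 filaments on single-stranded DNA; Reagent: Donor/quencher-labelled 47-bp dsDNA substrate; Compound: 10 µM final, single point; Schedule: 37 °C 15-min filament assembly, 30-min compound preincubation, 15-min exchange; Technique: FRET fluorescence, excitation 485 nm, emission 520 nm; Benchmarks: control wells and blank wells on each plate.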
m-calpain inh: inhibitors of pig calpain II, primary screen, biochemical, fluorogenic peptide substrate, 1536-well | purified calpain II, 30 min | inhibition, % at 16 µM | 0.37% of 220,000 active;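 active = inhibition above about 50%, limit read from the data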
Thrombin inh: human alpha-thrombin inhibitors, primary screen, counter-screen for coagulation protease inhibitor project, biochemical, 1536-well, fluorogenic AMC substrate; Boc-VPR-AMC fluorogenic substrate cleavage; inhibition, % at 5 µM; 0.26% of 220,000 active;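 active = inhibition at or above 40%; inactive = inhibition below 40%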;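 note: 0% = enzyme with no compound and 100% = wells without enzyme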
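Material: human alpha-thrombin protein; Also added: Boc-VPR-AMC substrate, 15 µM final; Timing: enzyme reaction carried out at room temperature; Signal: fluorescence, ex 355 nm, em 460 nm; Measure: % inhibition of thrombin; Controls: enzyme without compound as high, wells lacking enzyme as low.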
PERK inh: block of dimerizer-induced PERK translation repression, primary screen, PERK inhibitor project, CHO PERK-DD cells, SEAP luminescence, HTS; 0.17% of 220,000 active; CHO PERK-DD fusion, SEAP luminescence translation reporter; AID 1416, 2008; inhibition, % at 5.6 µM;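 active = inhibition above the mean inhibition of all tested compounds plus 3 SD, set separately per screening campaign, cut at about 2.9% in these data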;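 note: PERK kinase domain activated by AP20187 dimerizer at 100 nM; 0% = DMSO with dimerizer and 100% = rapamycin at 8.4 µM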
FXIa inh: human FXIa protease inhibitors, primary screen, biochemical, 1536-well | Coagulation factor XI (Homo sapiens), P03951 | purified FXIa, Boc-Glu-Ala-Arg-AMC fluorogenic substrate | inhibition, % at 5 µM | 0.14% of 220,000 active | AID 798, 2007;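 active = inhibition of at least 40%; inactive = inhibition below 40%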;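 note: fluorescence of freed AMC excited at 355 nm; 0% = enzyme without compound and 100% = no enzyme blank; many of its hits are not listed in these tables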
KCC2 mod: KCC2 cotransporter modulators, thallium flux, primary screen, cell-based, HEK293 KCC2, FluoZin-2 fluorescence, MLSMR; 2.2% of 190,000 active; KCC2 cells, thallium flux FluoZin-2 fluorescence; AID 1456, 2008; Solute carrier family 12 member 5 (Homo sapiens), Q9H2X9; B-score of Tl+ flux slope (higher = more flux/activation; lower = inhibition) at 10 µM;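 active = thallium flux slope and its plate-corrected score both differing from the plate sample mean at a set confidence after two filtering rounds, in either direction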;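 note: slope of fluorescence scaled to starting intensity during 10 to 20 s after thallium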
FXIIa inh 1536: human FXIIa protease inhibitors, primary screen, biochemical, 1536-well. Coagulation factor XII (Homo sapiens), P00748. purified FXIIa, Boc-QGR-AMC fluorogenic substrate, 2 h. inhibition, % at 5 µM. 0.3% of 220,000 active. AID 800, 2007; in the data active = inhibition above about 40%;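 note: 0% = enzyme with no compound and 100% = blank without enzyme; many of its hits are not listed in these tables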
* hit, by the source's call; [ ] = dose if it differs, or a comment. An excerpt. The share of hits here may be higher or lower than overall.

Cc1ccc(N(CC(=O)NCC2CCCO2)C(=O)CCC(=O)Nc2ccccn2)cc1C (stereo unspecified) was read as KLK5 inh -4, Furin inh -12[20 µM], Rad51 HR inh 7, m-calpain inh 3, Thrombin inh 12, PERK inh -0.4, FXIa inh 23, KCC2 mod 0.41 and FXIIa inh 1536 34.
`COCc1cc(=O)[nH]c(=S)[nH]1` gave KLK5 inh -7, Furin inh -21, Rad51 HR inh -6, m-calpain inh 4, Thrombin inh -7, PERK inh 2.2, FXIa inh 8, KCC2 mod 0.031 and FXIIa inh 1536 9.
Screening O=C(Cc1ccccc1)Nc1ccccc1N1CCCC1 returned KLK5 inh 2, Furin inh -8, Rad51 HR inh -8, m-calpain inh 16, Thrombin inh -6, PERK inh 0.7, FXIa inh 2, KCC2 mod -0.098 and FXIIa inh 1536 6.
`C=CCn1c(C)cc(C(=O)COC(=O)c2ccc3c(c2)NC(=O)CS3)c1C` gave KLK5 inh -16, Furin inh -7, Rad51 HR inh -2, m-calpain inh -9, Thrombin inh -2, PERK inh -0.6, FXIa inh 0, KCC2 mod 0.12 and FXIIa inh 1536 13.
For N#Cc1c2n(c3c(-c4ccccc4)ncnc13)CCC2 the results were KLK5 inh 29, Furin inh -10, Rad51 HR inh 14, m-calpain inh -36, Thrombin inh 6, PERK inh 0.1, FXIa inh 4 and FXIIa inh 1536 13.
Screening CC(C)C(c1nnnn1C1CCCC1)N1CCCCC1 (stereo unspecified) returned KLK5 inh 1, Furin inh -3[20 µM], Rad51 HR inh 0, m-calpain inh 21, Thrombin inh -2, PERK inh 0.2, FXIa inh -13, KCC2 mod -0.17 and FXIIa inh 1536 0.
Screening COc1cc(NC(=S)NC(=O)c2ccccc2F)ccc1NC(=O)c1cccs1 returned KLK5 inh 17, Furin inh -17, Rad51 HR inh 2, m-calpain inh -34, Thrombin inh 2, PERK inh -1.2, FXIa inh -4, KCC2 mod 1.3 and FXIIa inh 1536 14.
For CCOC(=O)CNC(=O)c1ccc(C)cc1 the results were KLK5 inh -20, Furin inh -18[20 µM], Rad51 HR inh 11, m-calpain inh -11, Thrombin inh -15, PERK inh 0.2, FXIa inh -8 and FXIIa inh 1536 4.
COc1ccc(CCNC(=O)C2CC(c3c(Cl)cccc3Cl)=NO2)cc1 (stereo unspecified) was read as Furin inh -9[20 µM], Rad51 HR inh 4, m-calpain inh 13, Thrombin inh -6, PERK inh -0.8, FXIa inh -7, KCC2 mod 0.2 and FXIIa inh 1536 -4.
Screening O=C1CCCN1CCC1CCCCN1Cc1nc(COc2ccccc2)no1 (stereo unspecified) returned Furin inh -25, Rad51 HR inh 24, m-calpain inh -34, Thrombin inh 0, PERK inh 1.6, FXIa inh 0 and FXIIa inh 1536 4.

Quoted at random: four records from the list
Cc1ccc(N(CC(=O)NCC2CCCO2)C(=O)CCC(=O)Nc2ccccn2)cc1C (stereo unspecified) was read as KLK5 inh -4, Furin inh -12[20 µM], Rad51 HR inh 7, m-calpain inh 3, Thrombin inh 12, PERK inh -0.4, FXIa inh 23, KCC2 mod 0.41 and FXIIa inh 1536 34.
`C=CCn1c(C)cc(C(=O)COC(=O)c2ccc3c(c2)NC(=O)CS3)c1C` gave KLK5 inh -16, Furin inh -7, Rad51 HR inh -2, m-calpain inh -9, Thrombin inh -2, PERK inh -0.6, FXIa inh 0, KCC2 mod 0.12 and FXIIa inh 1536 13.
COc1ccc(CCNC(=O)C2CC(c3c(Cl)cccc3Cl)=NO2)cc1 (stereo unspecified) was read as Furin inh -9[20 µM], Rad51 HR inh 4, m-calpain inh 13, Thrombin inh -6, PERK inh -0.8, FXIa inh -7, KCC2 mod 0.2 and FXIIa inh 1536 -4.
Screening O=C1CCCN1CCC1CCCCN1Cc1nc(COc2ccccc2)no1 (stereo unspecified) returned Furin inh -25, Rad51 HR inh 24, m-calpain inh -34, Thrombin inh 0, PERK inh 1.6, FXIa inh 0 and FXIIa inh 1536 4.

Next section
`CC1(C)Cc2noc(N)c2C(C)(C)N1OC(=O)c1cccs1` gave KLK5 inh -19, Furin inh 15[20 µM], Rad51 HR inh 5, m-calpain inh 28, Thrombin inh 14, PERK inh 0.1, FXIa inh -9, KCC2 mod -0.11 and FXIIa inh 1536 2.
CC1CCN(S(=O)(=O)c2ccc(C(C)C)cc2)CC1 was read as KLK5 inh -4, Furin inh -14, m-calpain inh 5, Thrombin inh -8, PERK inh 0.8, FXIa inh -1, KCC2 mod -0.15 and FXIIa inh 1536 4.
CCC(=O)NC(=S)Nc1ccc(NC(=O)COc2ccc(Cl)c(C)c2)cc1 was read as KLK5 inh -13, Furin inh -20, Rad51 HR inh -5, m-calpain inh 21, Thrombin inh -11, PERK inh 0.2, FXIa inh 7, KCC2 mod 0.66 and FXIIa inh 1536 9.
Screening O=C(NC(=S)NCCCN1CCOCC1)c1ccc(Br)cc1 returned KLK5 inh 6, Furin inh -6, m-calpain inh 21, Thrombin inh 4, PERK inh -0.4, FXIa inh 1, KCC2 mod 0.64 and FXIIa inh 1536 6.
CN(C)c1ccc(-c2ccccc2)nn1 was read as KLK5 inh 11, Furin inh -14[20 µM], Rad51 HR inh 0, m-calpain inh 8, Thrombin inh 1, PERK inh 0.1, FXIa inh -20, KCC2 mod 0.59 and FXIIa inh 1536 8.
`CCOC(=O)CNc1c(-c2ccc(O)cc2)nc2ccc(Cl)cn12` gave KLK5 inh -8, Furin inh -39, Rad51 HR inh -4, m-calpain inh -225, Thrombin inh 6, PERK inh 0.3, FXIa inh 3, KCC2 mod -0.73 and FXIIa inh 1536 5.
For Cc1cccc(C(C)(C)C)c1OCCCCN1CCCC1 the results were KLK5 inh 2, Furin inh -12[20 µM], Rad51 HR inh 5, m-calpain inh 14, Thrombin inh 1, PERK inh -0.7, FXIa inh -7, KCC2 mod -0.45 and FXIIa inh 1536 -7.
`CC(=O)c1ccc(OCC(C)Oc2ccc(C#N)cc2)cc1` (stereo unspecified) gave KLK5 inh 2, Furin inh -26, Rad51 HR inh 0, m-calpain inh 0, Thrombin inh -1, PERK inh 0.9, FXIa inh 9, KCC2 mod -1.9 and FXIIa inh 1536 6.
CC(=O)c1ccc(N2CCN(c3ccc(S(=O)(=O)N4CCN(C)CC4)cn3)CC2)cc1 was read as KLK5 inh -7, Furin inh -1[20 µM], Rad51 HR inh 1, m-calpain inh 6, Thrombin inh -19, PERK inh 0.0, FXIa inh -3, KCC2 mod -0.13 and FXIIa inh 1536 -9.
Cc1ccc(-n2nc(C)c(/C=N/NC(=O)c3cccs3)c2Cl)cc1 was read as KLK5 inh -9, Furin inh -18, Rad51 HR inh 31, m-calpain inh -8, Thrombin inh 2, PERK inh 0.2, FXIa inh 8, KCC2 mod -0.22 and FXIIa inh 1536 13.
Screening CN(CCc1cnn(C)c1)Cc1cn(C)nc1-c1ccccc1F returned KLK5 inh -6, Furin inh -19, Rad51 HR inh -14, m-calpain inh 13, Thrombin inh -5, PERK inh -0.1, FXIa inh -1, KCC2 mod -1.8 and FXIIa inh 1536 7.
COc1ccc2[nH]cc(C(=O)CN3CCN(C/C=C/c4ccccc4)CC3)c2c1 was read as KLK5 inh -11, Furin inh -11, Rad51 HR inh -3, m-calpain inh -26, Thrombin inh 6, PERK inh -1.7, FXIa inh 6 and FXIIa inh 1536 10.
For CC(=O)N(c1cccc(C)c1)C1SC(=O)N(c2ccccc2)C1=O (stereo unspecified) the results were KLK5 inh -249, Furin inh -20, Rad51 HR inh -5, m-calpain inh -21, Thrombin inh -15, PERK inh 2.4, FXIa inh -2 and FXIIa inh 1536 4.
O=C(CCc1nnc(-c2ccc3c(c2)OCO3)o1)N1CCC(c2ccc(F)cc2)C1 (stereo unspecified) was read as KLK5 inh 4, Furin inh -23, Rad51 HR inh 3, m-calpain inh -21, Thrombin inh -2, PERK inh 0.5, FXIa inh -1, KCC2 mod -4.8* and FXIIa inh 1536 12.
`CCN(CC)S(=O)(=O)c1ccc(-c2nnc(SCC(=O)N3c4ccccc4CC3C)o2)cc1` (stereo unspecified) gave KLK5 inh -25, Furin inh -21, Rad51 HR inh 8, m-calpain inh -19, Thrombin inh -7, PERK inh 0.9, FXIa inh 6, KCC2 mod -0.32 and FXIIa inh 1536 -2.
CCn1c(NCCO)nc2c(c1=O)C(C)(CC)Cc1ccccc1-2 (stereo unspecified) was read as KLK5 inh -8, Furin inh -50, Rad51 HR inh 23, m-calpain inh -315, Thrombin inh -5, PERK inh -0.2, FXIa inh -5, KCC2 mod -0.42 and FXIIa inh 1536 -4.
COc1ccccc1NS(=O)(=O)c1cccc(C(=O)N/N=C/c2ccc(C)o2)c1 was read as Furin inh -22, m-calpain inh -33, Thrombin inh 1, PERK inh 0.5, FXIa inh 4, KCC2 mod -0.6 and FXIIa inh 1536 11.
Cc1onc(-c2c(F)cccc2Cl)c1C(=O)Nc1nc2c(s1)CCCC2 was read as KLK5 inh -19, Furin inh -7[20 µM], Rad51 HR inh 5, m-calpain inh -38, Thrombin inh 0, PERK inh 0.9, FXIa inh 2, KCC2 mod 2.1 and FXIIa inh 1536 8.
`O=C(CSc1nnc(-c2c[nH]c3ccccc23)o1)N1c2ccccc2CCc2ccccc21` gave KLK5 inh 12, Furin inh -12, Rad51 HR inh -7, m-calpain inh -75, Thrombin inh -5, PERK inh -1.4, FXIa inh -9, KCC2 mod -0.35 and FXIIa inh 1536 -2.
CCOC(=O)CNC(=O)CSc1nnc(SCC(=O)NCC(=O)OCC)s1 was read as KLK5 inh -19, Furin inh -11, Rad51 HR inh 2, m-calpain inh -18, Thrombin inh 2, PERK inh 0.7, FXIa inh 5, KCC2 mod -0.076 and FXIIa inh 1536 17.
`COc1ccc(-n2cnc3cc(NS(=O)(=O)c4ccc(C)cc4)ccc32)cc1` gave KLK5 inh -24, Furin inh -25[20 µM], Rad51 HR inh 4, m-calpain inh -3, Thrombin inh -16, PERK inh -1.2, FXIa inh -5 and FXIIa inh 1536 -19.
For COc1ccccc1NC(=O)Nc1ccncc1 the results were KLK5 inh -15, Furin inh -11, Rad51 HR inh 15, m-calpain inh 8, Thrombin inh 2, PERK inh 0.2, FXIa inh 5, KCC2 mod -0.037 and FXIIa inh 1536 6.

Compound activity: PubChem BioAssay, several laboratories
